TNAP inh noacc: blocks human TNAP activity with no phosphate acceptor present; P05186; purified TNAP, CDP-star luminescence, 30 min; inhibition, % at 20 µM; 200,000 compounds, 0.26% hits;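 active = tissue-nonspecific alkaline phosphatase inhibition above about 50% at 20 µM in the single-dose screen, limit read from the data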;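 also: 0% = DMSO negative control and 100% = EDTA positive control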
Target sequence (P05186 whole entry, looked up): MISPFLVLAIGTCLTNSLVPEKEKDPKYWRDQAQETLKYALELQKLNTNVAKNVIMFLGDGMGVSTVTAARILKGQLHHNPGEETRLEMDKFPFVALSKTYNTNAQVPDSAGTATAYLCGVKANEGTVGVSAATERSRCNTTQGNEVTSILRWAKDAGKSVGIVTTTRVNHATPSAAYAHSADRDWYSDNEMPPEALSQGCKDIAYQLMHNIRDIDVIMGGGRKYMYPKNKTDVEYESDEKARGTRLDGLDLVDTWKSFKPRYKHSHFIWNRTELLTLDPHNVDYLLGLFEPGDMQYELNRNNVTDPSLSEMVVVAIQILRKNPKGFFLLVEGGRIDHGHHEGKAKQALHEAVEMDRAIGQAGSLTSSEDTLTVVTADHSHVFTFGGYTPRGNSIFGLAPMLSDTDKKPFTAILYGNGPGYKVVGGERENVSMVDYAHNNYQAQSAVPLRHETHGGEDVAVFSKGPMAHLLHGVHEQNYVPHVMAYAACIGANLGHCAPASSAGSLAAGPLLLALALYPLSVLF
G6PDH counter: L. mesenteroides G6PDH inhibition counter-screen; inhibition, % at 5 µM; Purified L. mesenteroides G6PDH, diaphorase/resazurin coupled fluorescence, 45 min; AID 1020; 200,000 compounds, 0.12% hits; in the data active = inhibition above about 50%
HMGR II inh: blocks class II HMG-CoA reductase of Enterococcus faecalis. AID 1066. 190,000 compounds, 0.41% hits. inhibition, % at 10 µM. purified E. faecalis HMGR, NADPH absorbance 340 nm kinetic;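 active = inhibition above a set limit, the median over all tested compounds plus 3 SD, cut at about 9.5% in these data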;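 also: enzyme runs in reverse so mevalonate oxidation gives rising NADPH absorbance; 0% = complete reaction with DMSO and 100% = background rate lacking mevalonate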
Diaph inh CS: diaphorase inhibition or chemical oxidation counter-screen. 190,000 compounds, 0.69% hits. AID 1217. inhibition, % at 20 µM. diaphorase resazurin-to-resorufin fluorescence, NADH, 16 min; bacterial (C. kluyveri) enzyme, not human;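 active = primary screen inhibition at 20 µM above a set limit, cut at about 50% in these data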;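 also: plate controls were DMSO with full reaction for no effect and wells lacking NADH for full effect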
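Detection: fluorescence of resorufin formed from resazurin, Ex 544/Em 590 nm; test system: Clostridium kluyveri diaphorase enzyme; amount: 0.14 U/mL diaphorase, enzyme working solution; times: 16-min room-temperature incubation before reading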
TNAP act hiacc: TNAP (human) activation, high acceptor; P05186; purified TNAP, CDP-star luminescence, 1 M DEA, 30 min; hits give high values; 0 = EDTA background, 1 = DMSO-only activity; activation factor at 20 µM; 200,000 tested, under 10 active; AID 1136;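 active = activation factor at least 2 at 20 µM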
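Dosing: 20 µM single point. System: human TNAP. Amount: TNAP 1/800 final. Incubation: 30 min, room temperature. Read-out: TNAP activation factor scaled between EDTA and DMSO control wells. Signal: luminescence from CDP-star hydrolysis. Medium: 1 M DEA, pH 9.8, Mg2+, Zn2+. Control set: EDTA negative control, DMSO positive control.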
PMI act hi M6P: PMI (human) activation, high substrate; AID 1216; 190,000 compounds, 0.34% hits; P34949; activation factor at 20 µM; coupled PMI enzyme assay, resazurin fluorescence, 20 min; hits give high values; 1 = untreated enzyme, 0 = substrate-free blank;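 active = activation factor of 2 or more at 20 µM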
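Test system: Human PMI in coupled enzyme assay | Input: 15 ng/mL PMI | Medium: HEPES-buffered pH 7.4 with magnesium and detergent | Compound: One concentration, 20 µM, in 1% DMSO | Incubation: Enzyme reaction with compound 20 min at room temperature | Detection: Diaphorase-driven resazurin-to-resorufin fluorescence, excitation 544, emission 590 nm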
Diaph act CS: diaphorase activation or chemical reduction counter-screen; 190,000 compounds, 0.005% hits; activation factor at 20 µM; Diaphorase/resazurin coupled assay, resorufin fluorescence, 16 min; hits give high values; 1 = vehicle wells, 0 = NADH-free wells; AID 1229;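 active = diaphorase activity raised at least twofold by the compound at 20 µM; inactive = activation factor below 2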
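Material: Clostridium kluyveri diaphorase, purified enzyme; Quantity: enzyme 0.07 U/mL final; Medium: HEPES pH 7.4 buffer with MgCl2 and Tween 20; Dosing: single compound dose of 20 µM, 1% DMSO final; Schedule: 16 min reaction at room temperature; Measured by: red resorufin fluorescence at 544/590 nm excitation/emission.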
TNAP inh hiacc: blocks human TNAP under high phosphate acceptor concentration. purified TNAP, CDP-star luminescence, 1 M DEA. inhibition, % at 20 µM. 200,000 compounds, 0.03% hits. AID 1135;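 active = over 50% inhibition of tissue-nonspecific alkaline phosphatase at 20 µM in the single-dose screen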;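 also: plate controls were DMSO wells for no effect and EDTA-quenched wells as full inhibition for full effect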
PMI activator: phosphomannose isomerase (human) activation. activation factor at 20 µM. 190,000 compounds, 0.005% hits. AID 1214. P34949. purified human PMI, coupled resazurin fluorescence, 20 min; hits give high values; 1 = vehicle control, 0 substrate-free wells;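 active = activation factor of 2 or more at 20 µM, relative to plate controls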
FLuc stim CS: firefly luciferase counter-screen for stimulation assays; P08659; 200,000 tested, under 10 active; activation factor at 10 µM; ATPlite luciferase biochemical, luminescence, 10 min; 0 = ATP-free wells, 1 = DMSO control; AID 1027;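 active = luciferase activation factor, scaled between plate controls, of at least 2 with compound at 10 µM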
Target sequence (P08659 whole entry, looked up): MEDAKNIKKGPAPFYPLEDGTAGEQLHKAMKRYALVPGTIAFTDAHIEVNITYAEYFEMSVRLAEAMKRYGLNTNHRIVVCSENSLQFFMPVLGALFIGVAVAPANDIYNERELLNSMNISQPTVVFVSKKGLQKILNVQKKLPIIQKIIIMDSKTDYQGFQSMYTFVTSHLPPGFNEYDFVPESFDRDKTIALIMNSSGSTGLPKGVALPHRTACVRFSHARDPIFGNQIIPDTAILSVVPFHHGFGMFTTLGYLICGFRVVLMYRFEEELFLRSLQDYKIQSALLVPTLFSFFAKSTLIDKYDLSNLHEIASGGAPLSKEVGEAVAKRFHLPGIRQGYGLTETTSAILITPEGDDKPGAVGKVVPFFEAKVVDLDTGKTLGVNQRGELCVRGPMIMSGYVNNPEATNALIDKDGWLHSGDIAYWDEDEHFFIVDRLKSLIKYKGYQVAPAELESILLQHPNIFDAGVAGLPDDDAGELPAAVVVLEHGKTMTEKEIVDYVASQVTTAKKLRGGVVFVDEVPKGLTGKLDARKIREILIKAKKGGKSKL
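Assay system: Luciferase/luciferin detection reagent, cell-free biochemical luciferase assay / Also added: ATP substrate / Schedule: 10 min at ambient temperature / Measured by: luminescence measurement of luciferase light output / Benchmarks: low control with PBS replacing ATP, high control enzyme plus ATP without compound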
* hit, by the source's call; x = no result given.

SMILES	TNAP inh noacc	G6PDH counter	HMGR II inh	Diaph inh CS	TNAP act hiacc	PMI act hi M6P	Diaph act CS	TNAP inh hiacc	PMI activator	FLuc stim CS
NS(=O)(=O)c1ccc(CNC(=O)c2scc3c2CCCC3)cc1	-9	3	0	8	1	1	0.9	-2	1.1	1
CC1CCc2c(sc3ncn4c(SCC(=O)NCc5ccco5)nnc4c23)C1 (stereo unspecified)	-12	-1	-1	10	1.1	1	0.9	-8	1.1	1.1
CCc1nnc(NC(=O)CN2C(=O)CCC2=O)s1	-9	-1	3	-1	1	1.1	1	0	1.1	1.1
O=C(c1ccc(N2CCN(C3CC(=O)N(Cc4cccs4)C3=O)CC2)cc1)c1cccnc1 (stereo unspecified)	-7	0	0	9	1	0.9	0.9	-2	1	1.1
CC1=NN(C(=O)CCc2ccc3c(c2)OCO3)C(O)(C(F)(F)F)C1 (stereo unspecified)	-9	14	-4	11	1	0.9	0.9	-2	0.9	1
Cc1ccc(C(C)C)c(OCCN)c1	7	3	6	-2	1	1.1	1	-4	1	1.1
Cc1cc(C)cc(NC(=O)N2CCC(c3nc4ccccc4o3)CC2)c1	-5	-11	0	20	1	0.9	0.8	-4	0.8	1.1
CCOc1ccccc1-c1nc2c(C(C)(C)C)nn(C)c2c(=O)[nH]1	-13	4	-6	4	1.1	1	1	-6	1	1
CC(C)NC(=S)N1CCn2c(nc3ccccc32)C1	-16	8	-3	5	1	1	1	4	0.8	1
N/C(=N\OC(=O)c1ccc(Cl)cc1)c1ccc(Cl)cc1	-9	2	-6	-6	1.1	1	1.1	-6	1.1	0.6
NNC(=O)CNS(=O)(=O)c1ccc([N+](=O)[O-])cc1	-8	9	-2	9	1.1	0.9	0.9	-6	1	1
CC1CCc2[nH]c3ccc(C(=O)NCCCOC(C)C)cc3c2C1 (stereo unspecified)	-4	0	1	16	1.1	0.6	0.8	-7	1	1
O=c1[nH]c(CN2CCN(S(=O)(=O)/C=C/c3ccccc3)CC2)nc2ccccc12	-2	-2	-8	12	1	1	0.9	-2	1	1.1
COc1cc(CNCC(O)c2ccccc2)ccc1OCc1ccc(Cl)nc1 (stereo unspecified)	-9	11	2	5	1.1	0.9	1	-8	0.9	1
O=C1c2ccccc2C(=O)N1CCC(c1ccc(F)cc1)c1ccco1 (stereo unspecified)	-3	11	-5	26	1	0.9	0.7	2	0.8	1

The last 3 compounds of the section above lead into the next:
SMILES	TNAP inh noacc	G6PDH counter	HMGR II inh	Diaph inh CS	TNAP act hiacc	PMI act hi M6P	Diaph act CS	TNAP inh hiacc	PMI activator	FLuc stim CS
O=c1[nH]c(CN2CCN(S(=O)(=O)/C=C/c3ccccc3)CC2)nc2ccccc12	-2	-2	-8	12	1	1	0.9	-2	1	1.1
COc1cc(CNCC(O)c2ccccc2)ccc1OCc1ccc(Cl)nc1 (stereo unspecified)	-9	11	2	5	1.1	0.9	1	-8	0.9	1
O=C1c2ccccc2C(=O)N1CCC(c1ccc(F)cc1)c1ccco1 (stereo unspecified)	-3	11	-5	26	1	0.9	0.7	2	0.8	1
COc1cccc(C(=O)Nc2ccc(C(=O)O)cc2)c1	-12	-1	-1	-3	1.1	1.1	1	-5	1	1
COC(=O)c1ccc2c(c1)NC(=O)C(N1CCOCC1)S2 (stereo unspecified)	-11	4	0	9	1	1	0.9	-4	1	1
COc1cc(Cl)c(C)cc1NC(=O)CNC(=O)Cn1cnc2ccccc2c1=O	-10	10	-2	7	1	0.9	0.9	-4	0.9	1
CCOC(=O)Nc1ccc(C(=O)Oc2ccccc2)c(O)c1	-9	-6	-1	23	1	0.9	0.8	-4	0.9	1
Clc1cccc(CSC2=NCCCN2)c1	-4	0	-2	-6	1	1.1	1.1	4	1.1	1
CCOc1ccc(NC(=O)CCS(=O)(=O)c2ccc3c(c2)CCCN3C(=O)CC)cc1	-11	8	-5	-1	1	1.1	1	0	1	1
O=C(Cc1cccs1)NCc1ccc(F)cc1	-4	24	-5	-13	1.1	1.1	1.1	-7	1	1
Cc1c(NC(=S)N2CCN(c3cccc(Cl)c3)CC2)c(=O)n(-c2ccccc2)n1C	-2	18	-3	-18	1	1.1	1.2	-5	1.1	1
O=C1Nc2c(c(=O)[nH]c(=O)n2-c2ccccc2F)C(C(F)(F)F)(C(F)(F)F)N1	-6	0	8	7	1	1.1	0.9	3	1.1	1
CC1CCCCN1CC(=O)Nc1ccc(N2CCCCCC2)cc1 (stereo unspecified)	-4	21	0	9	1	0.5	0.9	-2	0.8	1
COc1ccc2[nH]c(=O)c(CN(CCCN(C)C)C(=O)Nc3ccccc3)cc2c1	-10	2	-4	7	1	0.9	0.9	0	1	1
O=c1c2cc(Cl)ccc2nc(-c2ccccc2)n1O	-10	20	1	-1	1	1.3	1	-3	1.3	0.9
COC(=O)C1=C(C)N=C2SC(C)C(=O)N2C1/C=C/c1ccccc1OC (stereo unspecified)	-3	-2	-8	23	1.1	0.9	0.8	-6	0.9	1.1
C/C(=N/O)c1ccc(Oc2cnccn2)cc1	-4	13	-8	-3	1	1	1	0	1.1	1
Cc1ccccc1C(=O)NC(CC(C)C)C(=O)Nc1ccc(F)c([N+](=O)[O-])c1 (stereo unspecified)	-2	3	-1	19	1	0.9	0.8	2	0.8	1
Cc1ccc(S(=O)(=O)c2nc(Nc3nccs3)sc2Cl)cc1	-18	-6	0	18	1.1	0.9	0.8	-6	0.9	1.1
COC(=O)c1cccc(NC(=O)CSc2nnc(C)n2Cc2ccccc2)c1	-10	6	-2	16	1	1	0.8	-5	1.1	1.1
O=C(COC(=O)Cc1ccsc1)NCC12CC3CC(CC(C3)C1)C2	-16	9	-1	8	1	1	0.9	1	0.9	1.1
Cc1ccc(S(=O)(=O)N[C@@H](CC(C)C)C(=O)NCc2ccco2)cc1	-14	0	0	14	1	1	0.9	-5	0.9	1.1
CC(=O)OC1CC2(C)C(=O)CCC2C2CCc3cc(O)ccc3C12 (stereo unspecified)	-7	3	3	12	1	0.9	0.9	-4	0.9	1
Cc1ccc(C(=O)OCC(=O)N2CCc3ccccc32)cc1	-6	6	-3	2	1.1	1	1	-6	1	0.7
O=[N+]([O-])c1c(NCc2ccccc2)cc(N2CCc3ccccc3C2)c2nonc12	8	10	-5	16	1	0.6	0.8	0	0.9	1
BrC(=C\c1ccccc1)/C=N/N1CCN(c2ccccn2)CC1	-4	-10	-5	-3	1	1	1	-4	1	1
C=CCN(CC=C)C(=S)Nc1cc(Cl)ccc1OC	-9	2	-1	16	1	0.9	0.8	-2	0.9	1.1
O=C(COc1cccnc1[N+](=O)[O-])N1CCN(C(=O)c2ccco2)CC1	-7	12	-3	59*	1.1	0.9	0.4	-7	0.4	1.1
COc1ccc2cc(C(=O)Nc3ccccc3)sc(=O)c2c1OC	-7	9	-3	10	0.9	0.9	0.9	8	0.8	1
O=C1c2ccccc2COc2ccc(O)cc21	-8	8	1	16	1	0.6	0.8	-1	0.9	1
N#C/C(=C\N1CCN(Cc2ccc3c(c2)OCO3)CC1)c1nc2ccccc2s1	1	11	-9	23	1	0.9	0.8	-3	0.8	1
COc1cccc(NC(=O)CC2SC(=Nc3ccccc3)NC2=O)c1 (stereo unspecified)	8	4	-6	12	1	0.9	0.9	2	0.9	1
CCC(C)n1nnc2c(=O)oc3ccccc3c21 (stereo unspecified)	-15	3	-2	12	1	1	0.9	-4	1	1.1

Part of the list above, set out differently:
> C=CCN(CC=C)C(=S)Nc1cc(Cl)ccc1OC
  TNAP inh noacc: -9 | G6PDH counter: 2 | HMGR II inh: -1 | Diaph inh CS: 16 | TNAP act hiacc: 1 | PMI act hi M6P: 0.9 | Diaph act CS: 0.8 | TNAP inh hiacc: -2 | PMI activator: 0.9 | FLuc stim CS: 1.1
> O=C(COc1cccnc1[N+](=O)[O-])N1CCN(C(=O)c2ccco2)CC1
  TNAP inh noacc: -7 | G6PDH counter: 12 | HMGR II inh: -3 | Diaph inh CS: 59* | TNAP act hiacc: 1.1 | PMI act hi M6P: 0.9 | Diaph act CS: 0.4 | TNAP inh hiacc: -7 | PMI activator: 0.4 | FLuc stim CS: 1.1

More structures follow.
SMILES	TNAP inh noacc	G6PDH counter	HMGR II inh	Diaph inh CS	TNAP act hiacc	PMI act hi M6P	Diaph act CS	TNAP inh hiacc	PMI activator	FLuc stim CS
Cc1cccn2c(CN(C)C3CCOC3)c(C(=O)N3CCCCC3)nc12 (stereo unspecified)	-7	6	-3	-8	1	1.1	1.1	-4	1	1
O=C(OCC(=O)N1CCCCCC1)c1ccc(S(=O)(=O)N2CCOCC2)cc1	-8	-4	-3	-8	1	1.1	1.1	-4	1.2	1
Cc1cc(-c2nnc(CCC(=O)N3CCN(Cc4cccnc4)CC3)o2)c(C)o1	-11	13	-1	-4	1.1	1	1	-9	1	1
COc1cc(CNc2ccc(N3CCN(C(C)=O)CC3)cc2)ccc1OCc1ccc(F)cc1	-8	14	-2	20	1.1	0.7	0.8	-10	0.9	1
FC(F)Oc1ccccc1NC(=S)NCc1ccco1	-11	3	-7	20	1	0.9	0.8	4	0.9	1
CCOc1ccc(NC(=O)CCN2CCN(S(=O)(=O)c3ccc(OC)cc3)CC2)cc1	-2	2	-1	17	1	0.9	0.8	0	0.9	0.9
CC(C)CNS(=O)(=O)c1ccc(CCC(=O)Nc2ccc3c(c2)OCO3)cc1	-10	2	-1	8	1	1	0.9	-4	1	1.1
CCCCOc1ccc(NC(=O)[C@@H]2CCCN2C(=O)C2CCN(S(=O)(=O)c3ccc(C)cc3)CC2)cc1	-39	-3	-1	24	1.2	0.8	0.8	-16	0.9	1.1
COC(=O)C1=C(C)NC(=O)/C1=C/c1ccc(CNS(=O)(=O)c2ccc(C)cc2)o1	-2	5	-1	26	1	0.6	0.7	1	0.9	1
Cc1ccc2nc(NC3=NCN(C4CCCCC4)CN3)nc(C)c2c1	-12	1	x	8	1.1	1	0.9	-7	1	1.1
CN(C(=O)C12CC3CC(CC(C3)C1)C2)C1(C)CCS(=O)(=O)C1 (stereo unspecified)	-13	4	4	14	1	1	0.9	-4	1	1.1
Cc1ccnc2nc(C(=O)NC3CCCc4ccccc43)nn12 (stereo unspecified)	-9	8	-5	9	1	0.9	0.9	-2	0.9	1
Cc1c(Cl)cccc1NC(=S)NCCC(c1ccccc1)c1ccccc1	-52	6	-4	-9	1.2	1.1	1.1	-20	1.1	1
CC(C)=CCN1CCN(Cc2cccc3nonc23)CC1CCO (stereo unspecified)	-4	16	0	14	1.1	1	0.9	-7	1	1.1
O=C(Cn1cnc2c(nnn2Cc2ccccc2F)c1=O)NCc1ccco1	6	4	-1	-8	1	1	1.1	-1	1.1	1

Assay outcomes: PubChem, several laboratories
